Mcl-1 Bim block: human Bim-Mcl-1 interaction inhibition; Bead-based flow cytometry, Bim peptide-Mcl-1 binding; inhibition, % at 10 µM; actives 0.1% (n = 190,000); Q07820; in the data active = inhibition above about 40%;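 also: 0% = no compound tracer wells and 100% = peptide blocker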
RGS8-Gao reg: modulates binding of RGS8 to human Galphao | response (percent of control binding), % at 10 µM | AID 1423 | multiplexed bead flow cytometry; actives lie on both sides | actives 0.34% (n = 220,000) | P09471; in the data active = response below about 60% or above about 140%; inactive = in between;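 also: Galphao activated as the GDP aluminium fluoride complex binding bead-coupled RGS8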
Target sequence (P09471 whole entry, looked up): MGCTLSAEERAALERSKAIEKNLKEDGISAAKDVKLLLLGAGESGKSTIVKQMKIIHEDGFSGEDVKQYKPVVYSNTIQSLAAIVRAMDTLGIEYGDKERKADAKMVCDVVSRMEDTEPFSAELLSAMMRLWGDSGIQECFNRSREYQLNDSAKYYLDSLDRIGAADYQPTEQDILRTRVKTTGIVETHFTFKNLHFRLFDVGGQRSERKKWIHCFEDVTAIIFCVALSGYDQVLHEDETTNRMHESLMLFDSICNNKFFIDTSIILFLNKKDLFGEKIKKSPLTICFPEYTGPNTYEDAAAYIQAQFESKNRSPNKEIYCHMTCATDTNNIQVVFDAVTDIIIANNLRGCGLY
Pf gamet viab: kills late stage P. falciparum gametocytes; P. falciparum stage V gametocytes, ATP luminescence, 24 h; inhibition, % at 10.9 µM; actives 0.065% (n = 150,000);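 active = inhibition above the mean plus 3 SD of compounds within the control limits, set per campaign, cut at about 38% in these data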;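 also: 0% = DMSO wells and 100% = medium only without gametocytes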
ABCG2 block: human ABCG2 inhibition, ABCB1 as counter-screen; Q9UNQ0; actives 0.1% (n = 190,000); inhibition, % at 6.6 µM; IgMXP3 cells, JC-1 efflux, flow cytometry; AID 1325;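 active = inhibition above 80%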;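 also: 0% = DMSO and 100% = nicardipine control wells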
Target sequence (Q9UNQ0 whole entry, looked up): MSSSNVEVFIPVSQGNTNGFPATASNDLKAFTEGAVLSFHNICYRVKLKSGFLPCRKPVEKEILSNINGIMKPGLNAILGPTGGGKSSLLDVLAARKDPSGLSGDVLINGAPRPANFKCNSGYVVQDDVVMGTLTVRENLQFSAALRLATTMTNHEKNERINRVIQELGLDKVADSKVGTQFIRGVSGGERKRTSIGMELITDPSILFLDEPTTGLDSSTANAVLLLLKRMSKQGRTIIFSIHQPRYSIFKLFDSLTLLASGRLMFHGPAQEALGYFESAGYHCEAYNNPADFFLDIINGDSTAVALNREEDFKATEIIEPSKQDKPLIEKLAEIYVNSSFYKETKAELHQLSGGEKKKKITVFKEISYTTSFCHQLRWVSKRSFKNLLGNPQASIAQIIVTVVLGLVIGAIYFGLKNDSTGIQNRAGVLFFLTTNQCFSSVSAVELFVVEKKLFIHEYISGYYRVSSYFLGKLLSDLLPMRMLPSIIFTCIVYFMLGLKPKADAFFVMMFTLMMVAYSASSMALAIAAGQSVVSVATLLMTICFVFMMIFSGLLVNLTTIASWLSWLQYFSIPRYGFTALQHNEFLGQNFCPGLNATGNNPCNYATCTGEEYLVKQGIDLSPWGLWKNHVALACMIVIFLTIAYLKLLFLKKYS
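Incubation: cells with compound and JC-1, 10 min at 25 °C, rotating, no wash / Test system: IgMXP3 (ABCG2) plus far-red-tagged CCRF-Adr (ABCB1) cells / Compound dosing: one concentration, 6.6 µM final / Also added: JC-1 fluorescent substrate / Evaluation: efflux inhibition in percent versus controls / Detection: flow cytometry, 530 nm JC-1 signal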
GSH bead fluor: GSH bead compound fluorescence profile; GSH beads flow cytometry, compound fluorescence 488/530 nm; stronger effect = higher value; actives 0.25% (n = 190,000); fluorescence (KMESF) at 10 µM; AID 1776; in the data active = fluorescence above about 89;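 also: glutathione beads carrying GST-tagged Bcl family fusion proteins plus one bare bead set; values are compound well signal with DMSO vehicle wells as background; inactives centre near 16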
Mcl1-Bid inh: Mcl-1/Bid interaction inhibition; TR-FRET Mcl-1/Bid-Dy647 peptide binding, 1536-well; inhibition, % at 21.7 µM; actives 0.97% (n = 220,000); AID 1021;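 active = compounds that cut the binding signal by more than half at the single screening dose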;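 also: His-tagged Mcl-1 with europium anti-His antibody binding Bid BH3 peptide; 0% = Mcl-1 plus peptide wells and 100% = peptide-only wells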
ABCB1 inh: inhibitors of human ABCB1 transporter, ABCG2 counter-screen; inhibition, % at 6.6 µM; CCRF-Adr cells, JC-1 efflux, flow cytometry; actives 0.067% (n = 190,000); AID 1326; P08183; in the data active = inhibition above about 40%;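 also: 0% = vehicle and 100% = reference inhibitor; higher value means more JC-1 retained so stronger ABCB1 efflux block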
RGS4-Gao reg: human RGS4-Galphao interaction regulation. P09471. actives 0.33% (n = 220,000). binding response (% of control), % at 10 µM. Multiplexed bead flow cytometry, RGS4-Galphao binding; actives lie on both sides; in the data active = binding response below about 49% or above about 150%; inactive = in between;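 also: fluorescent Galphao activated with aluminum fluoride binding bead-coupled RGS4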
Mcl1 Noxa PPI: Mcl-1/Noxa interaction inhibition; TR-FRET Mcl-1/Noxa peptide binding, 2 h; inhibition, % at 21.7 µM; actives 1.5% (n = 220,000);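 active = compounds that cut the protein-peptide binding signal by more than 50% relative to plate controls in a single-dose test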;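 also: His-tagged Mcl-1 with rhodamine Noxa BH3 peptide and terbium anti-His antibody; 0% = Mcl-1 plus Noxa peptide wells and 100% = peptide-only wells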
Avidin bead fluor: compound fluoresces at 488/530 nm on avidin beads. compound fluorescence 488/530 nm, flow cytometry; stronger effect = higher value. fluorescence (KMESF) at 10 µM. actives 0.38% (n = 220,000); in the data active = fluorescence above about 47; also: inactives centre near 10
RGS7-Gao: modulates binding of RGS7 to human Galphao | binding response (% of control), % at 10 µM | Multiplexed bead flow cytometry; actives lie on both sides | P09471 | AID 1439 | actives 0.35% (n = 220,000); in the data active = binding response below about 49% or above about 150%; inconclusive = no clear call, values can overlap the other calls; inactive = in between;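 also: fluorescent Galphao held in activated GDP-AlF4 state binding bead-coupled RGS7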
Starred values were filed as active, the others as inactive; u = inconclusive; x = no result given.

Sample of the layout, 4 compounds:
SMILES,Mcl-1 Bim block,RGS8-Gao reg,Pf gamet viab,ABCG2 block,GSH bead fluor,Mcl1-Bid inh,ABCB1 inh,RGS4-Gao reg,Mcl1 Noxa PPI,Avidin bead fluor,RGS7-Gao
NS(=O)(=O)c1ccc(NC(=O)C2C3C=CC(C3)C2C(=O)O)cc1 (centres undefined),2,102,-6,0,20,-21,-0.2,101,-9,11,105
COc1cccc(Cn2cccc(NC(=O)NC3CCCCC3)c2=O)c1,0,103,x,-4,12,-27,-6.7,101,25,10,103
CC(=O)N1CCc2cc(C(=O)CN3CCN(c4ccccn4)CC3)ccc21,x,100,-12,x,x,6,x,103,25,6,u
O=C(Nc1ccc(Cl)cc1)[C@@H]1[C@@H]2C(=O)N(c3ccc4ccccc4c3)C(=O)[C@@H]2[C@H]2C=CC=NN21,0,103,3,3,18,-4,0.9,101,22,8,100

The list itself (from the top)
SMILES,Mcl-1 Bim block,RGS8-Gao reg,Pf gamet viab,ABCG2 block,GSH bead fluor,Mcl1-Bid inh,ABCB1 inh,RGS4-Gao reg,Mcl1 Noxa PPI,Avidin bead fluor,RGS7-Gao
NS(=O)(=O)c1ccc(NC(=O)C2C3C=CC(C3)C2C(=O)O)cc1 (centres undefined),2,102,-6,0,20,-21,-0.2,101,-9,11,105
COc1cccc(Cn2cccc(NC(=O)NC3CCCCC3)c2=O)c1,0,103,x,-4,12,-27,-6.7,101,25,10,103
CC(=O)N1CCc2cc(C(=O)CN3CCN(c4ccccn4)CC3)ccc21,x,100,-12,x,x,6,x,103,25,6,u
O=C(Nc1ccc(Cl)cc1)[C@@H]1[C@@H]2C(=O)N(c3ccc4ccccc4c3)C(=O)[C@@H]2[C@H]2C=CC=NN21,0,103,3,3,18,-4,0.9,101,22,8,100
C/C(=C\C(=O)c1ccc(Cl)s1)N(C)C,-2,100,8,6,18,-28,0.3,100,8,9,u
Cc1ccc(CN2CCN(CCC(C)C)C(CCO)C2)s1 (centres undefined),0,100,10,0,10,-31,1.0,98,1,3,100
Cc1ccc(C(C(=O)NC2CCCC2)N(Cc2cccs2)C(=O)CNC(=O)c2cccs2)o1 (centres undefined),-1,100,x,2,20,-15,1.8,103,24,28,99
CCCC(=O)c1ccc(N2CCN(C(=O)OCC)CC2)c(F)c1,-1,109,-4,3,12,-5,0.6,97,-4,30,96
Cc1nc2ccccc2n2c(O)c(CC(=O)O)cc12,-1,98,x,-8,25,-29,-0.2,101,17,9,102
CCOc1ccc(C(=O)OCC(=O)NCc2ccco2)cc1OCC,-3,100,x,2,41,-78,-0.7,90,22,13,92
CCOC(=O)c1cccc(NC(=O)Nc2ccc(OCC)cc2)c1,2,104,-12,-1,29,-1,-0.5,104,8,14,105
Cc1ccc(C2CC(c3ccccc3)n3ncnc3N2)cc1 (centres undefined),0,101,x,0,16,0,0.2,103,6,7,105
Oc1[nH]c2ccccc2c1N=Nc1ccc(F)cc1,0,102,x,3,8,-15,0.4,101,17,3,102
CC(=O)/C(C(=N)N1CCN(Cc2ccccc2)CC1)=C(\C)O,5,102,-55,0,26,-51,0.1,102,1,5,102
CCN(CC(=O)Nc1ccc(C(C)=O)cc1)CC(=O)Nc1cccc(OC)c1,-1,107,-39,5,16,-11,-1.3,103,-1,10,103
CC(=O)NC(=S)NNC(=O)c1ccc(Br)cc1,-3,94,3,1,14,-155,-0.1,94,-63,8,u
CCN(CC)C(=O)/C(=C\c1ccc(Br)cc1)NC(=O)c1ccccc1OC,-2,100,x,34,28,-20,3.2,98,2,10,99
COc1ccc(NC(=O)Nc2cccc([N+](=O)[O-])c2)cc1Cl,0,99,4,0,12,3,0.1,101,33,12,98
CC1(C)CCC(=O)N(c2ccccc2)C1=O,-4,100,-9,5,15,-11,0.1,99,-24,12,99
O=C(c1ccco1)N1CCN(C(=O)N2CCOCC2)CC1,-4,100,x,7,21,7,0.2,96,21,27,96
CCOC(=O)c1cnc(SCC(=O)c2ccccc2)nc1N,-2,100,14,4,13,-21,0.4,103,8,24,101
COc1cc(CCCN2C(N)=NC[C@@H]2Cc2ccc(O)cc2)cc(OC)c1OC,x,98,-5,x,x,-36,x,96,14,11,u
O=C(Nc1cccc(C(F)(F)F)c1)c1cnccn1,0,100,3,6,11,6,0.7,102,4,14,99
COc1ccc(N(C)S(=O)(=O)c2ccc3c(c2)CCC(=O)N3)cc1,2,102,x,1,6,-29,0.1,103,10,22,98
COc1ccc(-c2csc(NC(=O)c3ccc(OCC(=O)N4CCOCC4)c(OC)c3)n2)cc1,-3,106,-2,-5,11,-76,-0.1,109,-3,4,110
CN1CCN(C(=O)C2=C[C@@H](c3ccc(Br)cc3)C[C@@H](OCc3ccc(CO)cc3)O2)CC1,-3,99,x,2,20,-9,1.8,100,7,6,96
CC(=O)Nc1nc(C)c(-c2csc(Nc3ccc(S(N)(=O)=O)cc3)n2)s1,x,93,-14,x,x,0,x,89,33,5,u
CCCS(=O)(=O)N1CCN(C(=O)COc2ccccc2)CC1,-4,100,7,10,35,-13,1.1,103,8,13,98
O=C1c2ccccc2C(=O)N1CCCCn1c(=O)oc2ccccc21,0,100,-9,3,47,-8,0.8,99,9,36,99
Cc1ccccc1NCN1C(=O)C2C3C=CC(C3)C2C1=O (centres undefined),-1,107,x,0,11,-72,0.0,104,14,21,100

Following part
SMILES,Mcl-1 Bim block,RGS8-Gao reg,Pf gamet viab,ABCG2 block,GSH bead fluor,Mcl1-Bid inh,ABCB1 inh,RGS4-Gao reg,Mcl1 Noxa PPI,Avidin bead fluor,RGS7-Gao
O=C(NCc1ccc(N2CCCC2=O)cc1)c1cccc(Cl)c1,0,100,4,9,15,6,1.2,97,3,8,u
NC(=O)c1ccc(NC(=O)CN2CCN(c3ccc(Cl)cc3)CC2)cc1,-2,36*,-1,0,13,-21,0.2,38*,10,11,34*
CC(C)c1ccccc1NC(=S)N1CCN(Cc2ccc3c(c2)OCO3)CC1,-1,100,x,6,10,-46,1.4,98,2,12,93
Cc1ccc(OCc2nnc(N)s2)cc1,2,104,-9,0,12,-30,-0.3,105,-4,10,98
COc1ccc2o/c(=N/NC(=O)c3cccs3)c(C(N)=O)cc2c1,19,99,21,14,13,-28,1.3,100,20,9,94
CS(=O)(=O)N1CCc2cc(C(=O)O)ccc21,-3,103,x,1,22,5,0.3,103,2,11,105
N#Cc1nc(-c2ccccc2)oc1NCC1CCCO1 (centres undefined),-2,101,-6,6,13,-9,0.8,101,8,14,100
O=C(Cc1ccccc1)Nn1c(-c2ccccc2F)nc2ccccc2c1=O,1,100,-19,2,13,0,0.2,99,2,11,100
CC(=O)c1c(C)[nH]c(C(=O)Nc2cccc(S(=O)(=O)N(C)c3ccccc3)c2)c1C,-6,105,13,8,15,-1,3.7,107,13,13,107
CC(C)Cn1c(SCC(=O)c2ccc(Cl)s2)nnc1-c1ccco1,0,101,-1,2,18,23,0.5,101,-11,34,99
CCCCN(C)CCCNC(=O)CS(=O)Cc1nc(-c2ccc(OC)c(OC)c2)oc1C (centres undefined),0,102,-9,2,16,-23,0.8,102,5,15,102
O=S(=O)(c1ccccc1)N1CCN=C1SCc1cccc(Cl)c1,-6,106,2,13,9,8,2.8,107,20,3,101
CN1c2ccsc2C(O)=C(C(=S)Nc2ccc(F)c(Cl)c2)S1(=O)=O,-6,102,x,31,34,54*,-1.4,97,34,12,102
Cn1c(C(=O)NCC2CCCO2)cc2c(=O)[nH]c3ccccc3c21 (centres undefined),-3,104,x,48,22,-8,1.5,104,3,34,102
Cc1ccccc1-c1nnc(SCCC(=O)N2CCOCC2)o1,-7,101,-14,6,9,-19,0.1,98,2,11,98
O=C(Nc1cccc(Cl)c1)N(Cc1nc2ccccc2c(=O)[nH]1)Cc1cccs1,22,99,-11,6,9,1,0.8,105,-4,7,100
COc1ccccc1NC(=O)c1sc2ncn(Cc3ccc(C)cc3)c(=O)c2c1C,-3,99,x,8,41,74*,1.2,88,14,3,89
COC(=O)/C(=C\Nc1ccc(Cl)cc1Cl)NC(=O)c1ccc(OC)cc1,x,105,10,x,x,9,x,105,6,8,u
O=C(c1cccs1)N1CCC(c2nc(-c3ccc(S(=O)(=O)N4CCOCC4)cc3)no2)CC1,0,97,x,1,8,-14,0.5,100,-3,16,102
CN(C)C(CNc1nnnn1-c1ccccc1)c1ccco1 (centres undefined),1,100,-2,4,14,-15,0.8,101,28,14,104
CCN(c1ccccc1)c1ncnc2c1cnn2-c1ccccc1,-1,103,x,3,19,-20,1.4,101,3,6,99
C(=C\c1ccccc1)/CSc1nnc(-c2ccccc2)n1Cc1ccco1,0,102,19,2,16,-9,0.7,101,4,43,103
Cc1cccc(-c2nc(CN3CCCC(C(=O)NC4CCC(C)CC4)C3)c(C)o2)c1 (centres undefined),0,117,-6,-2,18,3,1.4,107,21,8,100
O=C(CSc1ncc(-c2ccccc2)n1C1CCCC1)N1CCc2ccccc21,-3,99,x,44,25,16,4.8,102,5,22,100
CCOC(=O)/C=C1\SCC(=O)N1CC(=O)NC(C)c1ccc(F)cc1 (centres undefined),-8,109,-15,4,11,-28,0.3,103,30,23,101
CC(C)N(C(=O)C[n+]1ccsc1N)c1ccccc1,0,100,-27,8,9,2,0.4,98,11,8,99
CN1C(=S)SC(N2OC3C(=O)N(c4ccccc4)C(=O)C3C2c2ccc(Cl)cc2)C1(C)C (centres undefined),1,105,9,0,13,-16,1.4,104,5,5,104
CC(=O)N1N=C(c2ccccc2)OC1c1ccc([N+](=O)[O-])s1 (centres undefined),-3,100,x,4,13,9,1.3,100,-7,9,98
CC(C)Oc1ccc(CNC2CCOC(C)(C)C2)cc1 (centres undefined),-3,102,x,2,38,34,0.5,104,-3,13,101
CN(c1ccccc1C(=O)Nc1ccccc1C(=O)NCc1ccco1)S(C)(=O)=O,-1,101,11,2,27,-9,0.4,100,24,36,104

Continued:
SMILES,Mcl-1 Bim block,RGS8-Gao reg,Pf gamet viab,ABCG2 block,GSH bead fluor,Mcl1-Bid inh,ABCB1 inh,RGS4-Gao reg,Mcl1 Noxa PPI,Avidin bead fluor,RGS7-Gao
O=C(CSc1ncnc2nc[nH]c12)c1ccccc1,-7,88,x,22,32,-26,0.3,77,5,11,103
N=C1C(c2nc3ccccc3s2)=C(O)CN1Cc1ccccc1,38,94,x,1,7,-14,-0.1,96,-20,17,100
Cc1cc(=O)n2nc(N3CCCC3C(=O)NCCCN3CC(C)CC(C)C3)sc2n1 (centres undefined),0,102,x,2,47,17,0.4,97,2,6,94
CCOC(=O)CCCCC(=O)c1[nH]c(=O)[nH]c1Cn1ccnc1,1,105,11,-1,24,-25,-0.5,95,5,16,91
Cc1cc(=S)cc(C)n1CCCO,-1,96,-25,1,15,-18,0.4,98,16,11,105
CN(C)CC(C)(C)CNC(=O)c1cc(=O)c2ccccc2o1,1,99,10,1,4,-20,0.2,100,6,7,102
Cc1nnsc1C(=O)N/N=C/c1ccc2ccccc2c1O,-15,103,7,0,24,-37,-1.0,92,19,21,90
